Assay outcomes as filed in PubChem.
ROC1-CUL1 inh: inhibitors of human ROC1-CUL1 ubiquitin ligase activity; P62877+Q13616; in vitro K48 di-Ub FRET, acceptor:donor ratio, 45 min; inhibition, % at 10 µM; 140,000 tested, 0.6% active; AID 1347404; in the data active = inhibition above about 25%
Target sequence (P62877 whole entry, looked up): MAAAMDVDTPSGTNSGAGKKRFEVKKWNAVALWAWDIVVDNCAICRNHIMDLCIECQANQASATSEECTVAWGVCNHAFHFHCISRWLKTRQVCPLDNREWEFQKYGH
Target sequence (Q13616 whole entry, looked up): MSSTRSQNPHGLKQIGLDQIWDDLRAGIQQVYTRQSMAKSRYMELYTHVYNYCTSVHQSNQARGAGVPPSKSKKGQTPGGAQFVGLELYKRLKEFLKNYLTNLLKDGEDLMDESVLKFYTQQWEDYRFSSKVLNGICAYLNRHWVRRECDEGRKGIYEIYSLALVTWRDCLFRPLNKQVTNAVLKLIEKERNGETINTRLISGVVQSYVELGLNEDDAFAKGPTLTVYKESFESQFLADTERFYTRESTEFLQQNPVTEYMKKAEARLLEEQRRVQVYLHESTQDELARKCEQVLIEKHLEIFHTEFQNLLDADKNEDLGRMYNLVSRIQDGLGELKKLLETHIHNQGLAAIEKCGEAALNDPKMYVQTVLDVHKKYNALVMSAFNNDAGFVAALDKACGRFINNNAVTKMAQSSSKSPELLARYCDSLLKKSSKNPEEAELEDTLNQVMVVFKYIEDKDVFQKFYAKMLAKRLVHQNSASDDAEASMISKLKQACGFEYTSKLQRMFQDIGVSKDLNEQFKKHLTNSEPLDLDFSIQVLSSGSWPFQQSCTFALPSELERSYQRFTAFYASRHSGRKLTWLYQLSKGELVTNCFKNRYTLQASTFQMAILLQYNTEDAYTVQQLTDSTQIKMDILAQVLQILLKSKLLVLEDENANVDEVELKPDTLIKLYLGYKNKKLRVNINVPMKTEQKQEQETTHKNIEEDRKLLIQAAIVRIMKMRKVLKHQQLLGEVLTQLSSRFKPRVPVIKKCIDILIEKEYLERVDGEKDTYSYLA
The depositor's hits bear a star. The list is partial; rates above refer to the full screens.

Molecule | ROC1-CUL1 inh
Cc1nc2sccn2c(=O)c1S(=O)(=O)N1CCN(c2ccc(F)cc2)CC1 | 0.0
CCN(CCCNC(=O)Cn1ncc2c([nH]c3ccc(C)cc32)c1=O)c1ccccc1 | -3.1
CCc1noc(C)c1C(=O)Nc1ccccc1C | 4.9
CCOc1ccccc1NC(=O)C1C(C)=NC(=S)NC1c1ccc(Br)cc1 (stereo unspecified) | 0.3
O=C(Nc1ccccc1)c1nc[nH]c1C(=O)NC1CCCCC1 | 5.3
C#CCOc1cc(Br)c(/C=c2\sc3n(c2=O)C(c2cc(Cl)c(O)c(OC)c2)C(C(=O)OCC)=C(C)N=3)cc1OC (stereo unspecified) | 4.2
Cn1c(=O)c(Br)c(Br)c(=O)n1-c1cccc(Cl)c1 | 1.4
COc1cccc(NC(=O)Nc2cccc(-c3cn4cccnc4n3)c2)c1 | 0.1
CC(C)N1CCC(N2CCCC(C(=O)NCCc3ccccc3F)C2)CC1 (stereo unspecified) | 10.4
Cc1c(CC(C)C)nc(N)c(C#N)c1-c1ccccc1Cl | -0.2
C=CCN1N=C(c2ccccc2)CSC1=O | 7.9
CC(C)(C)Nc1ncnc(NC(C)(C)C)c1[N+](=O)[O-] | -1.8
O=C(c1ccc2c(c1)N(Cc1ccccc1F)C(=O)c1ccccc1S2(=O)=O)N1CCCC1 | -1.4
O=C1SC(Nc2cccc(C(F)(F)F)c2)C(=O)N1c1ccccc1 (stereo unspecified) | -6.2
C=CCOc1ccc(Br)cc1CNC(C)(C)C | 0.4
CN(C)c1ccc(C=NC2=NN(c3cccc(C(F)(F)F)c3)CC2)cc1 | -0.6
NC(=O)Cn1cnc2nc3n(c2c1=O)CCC3 | -3.4
COc1cc(C)c2c(c1)CCC/C2=N\NC(=O)CSc1ccccc1C | -7.4
CCOc1ccc(NC(=O)CCc2c(C)nc3nc(-c4cc(OC)cc(OC)c4)nn3c2C)cc1 | -1.6
CCOc1ccc(-c2nc3c(c(SCC(=O)N4CCCCC4)n2)Cc2cc(C)ccc2O3)cc1 | 7.0
COc1ccc(N2CCN(C(=O)CN3C(=O)COc4ccc(S(=O)(=O)N5CCC(C)CC5)cc43)CC2)cc1 | 1.8
COc1ccc(NC(=O)CCC2CCCN(CCCn3cccn3)C2)c(C)c1 (stereo unspecified) | -3.1
Cc1ccc(N2C(=O)C(C(=O)C(C)(C)C)=C(C(C)(C)C)OC2=C(c2ccccc2)c2ccccc2)cc1 | 3.0
O=C(O)/C=C/c1cc(Br)ccc1OCc1ccc(F)cc1 | 6.0
CCOC(=O)C1C(=O)NC(N2CCCCC2)=NC1c1cccnc1 (stereo unspecified) | -7.2
COc1ccccc1NC(=O)c1c(NC(=O)c2ccccc2Cl)sc2c1CCC2 | -6.4
COCCOc1ccccc1C(=O)Nc1ccccc1F | -0.9
CC(C)c1ccc(C(=O)NC(C)c2ccccc2)cc1 (stereo unspecified) | -1.3
O=C(O)C1C=Nc2ccccc2C1=O (stereo unspecified) | 5.1
COc1ccc(NC(=O)CN2C(=O)C(C)(C)c3cc(S(=O)(=O)N4CCCCC4)ccc32)cc1Cl | -6.8
CCCNC(=O)C1CCC(Cn2c(=O)c3sccc3n(CC(=O)Nc3ccccc3C)c2=O)CC1 (stereo unspecified) | -2.8
CCNc1nc(N2CCOCC2)nc(-n2nnc(C(C)=O)c2C)n1 | -0.6
O=C(CCC1(Cc2ccsc2)CCC(=O)N1)NCc1nc2ccccc2s1 (stereo unspecified) | -2.5
COCCCN1C(=O)C(=O)C(C(=O)c2ccc3c(c2)CC(C)O3)C1c1cccc(OC)c1 (stereo unspecified) | 12.7
CC1(C)CC(=O)CC(=NCCN2CCOCC2)C1 | 1.4
N#Cc1c(N)nc(SCC(=O)c2cccc(Br)c2)c(C#N)c1-c1ccc(O)cc1 | -1.3
Cc1nc2cc(NC(=O)N3CC4(C)CC3CC(C)(C)C4)ccc2n1C (stereo unspecified) | -6.4
COc1ccc(-n2c(SCC(=O)c3ccc(Br)cc3)nc3sc4c(c3c2=O)CCC4)cc1 | -2.5
CN1C(=O)Cc2cc(S(=O)(=O)N3CCN(c4cccc(C(F)(F)F)c4)CC3)ccc21 | 6.2
CCOc1cc(C=C2C(=O)NC(=S)NC2=O)cc(Cl)c1OCCOc1ccc(OC)cc1 | -7.9

Reprinted at random: 2 entries already listed
Molecule | ROC1-CUL1 inh
N#Cc1c(N)nc(SCC(=O)c2cccc(Br)c2)c(C#N)c1-c1ccc(O)cc1 | -1.3
COc1ccc(-n2c(SCC(=O)c3ccc(Br)cc3)nc3sc4c(c3c2=O)CCC4)cc1 | -2.5

2 of the compounds above, with values ahead of the structure:
| ROC1-CUL1 inh | structure |
| --- | --- |
| 1.4 | CC1(C)CC(=O)CC(=NCCN2CCOCC2)C1 |
| -1.3 | N#Cc1c(N)nc(SCC(=O)c2cccc(Br)c2)c(C#N)c1-c1ccc(O)cc1 |

(more compounds)
Molecule | ROC1-CUL1 inh
COc1ccc(OCC(=O)Nc2cc(-c3ccccc3F)nn2-c2ccccc2)cc1 | 6.4
CC(C)(C)C(=O)Nc1ccccc1C(=O)OCc1cc(=O)n2ccsc2n1 | -3.4
Cc1ccc2[nH]c3c(c2c1)CC/C(=C/c1ccco1)C3=O | 9.7
Cc1ccc(C)c(-n2nnnc2SCC(=O)Nc2ccccc2)c1 | -0.2
CCc1ccc(N=C2S/C(=C/c3ccc(OC(C)C)cc3)C(=O)N2C)cc1 | 2.4
CC1(C(=O)Nc2ccc(Cl)c(Cl)c2)CC2C=CC1C2 (stereo unspecified) | 0.7
C=CCn1c(SCC(=O)Nc2cccc(C(F)(F)F)c2)nc2sc3c(c2c1=O)CCC3 | -5.2
O=S(=O)(Nc1ccc(O)c(Br)c1)c1cccs1 | 5.9
CC1(C)CSc2ccc(Cl)cc2C1=O | 6.5
CCOC(=O)c1ccc(NC2=NS(=O)(=O)C=C(c3ccccc3)O2)cc1 | 7.1
O=C1N(Cc2ccccc2F)CCCC1(O)CNC1Cc2ccccc2C1 (stereo unspecified) | -4.7
CCC1CN(CCNC(=O)CCc2c(C)noc2C)Cc2cc(OC)ccc2O1 (stereo unspecified) | 0.0
Cc1cc2oc(C(=O)N3CCN(Cc4ccccc4)CC3)c(C)c2cc1C | -4.5
N#C/C(=N\Nc1c(Cl)cc(Cl)cc1Cl)C(=O)c1ccc(Cl)cc1 | 82.2*
CCCCNc1nc(Oc2ccc(=O)n(-c3ccccc3)n2)nc(N(CC)CC)n1 | 1.0
COc1ccc(OC)c(NS(=O)(=O)c2ccc(Cl)nc2)c1 | 12.0
COCCSc1nc2c([nH]c3ccccc32)c(=O)n1-c1ccc(OC)c(OC)c1 | 0.2
CC1CC(C)CN(C(=O)Cn2c(-c3nonc3N)nc3ccccc32)C1 (stereo unspecified) | -0.6
O=C(CSc1nc2sc3c(c2c(=O)[nH]1)CCCC3)N1CCOCC1 | 0.4
CCOC(=O)c1c(N)sc2c1CCC(/C=N/NC(=O)c1ccncc1)=C2Cl | 5.8
COCCN1CCN(C(=O)c2cn(C3CCCCCC3)nn2)CC1 | 6.4
CCCCCOc1ccc(/C=C/C(=O)Nc2sc(C)c(C)c2C(=O)OCC)cc1OC | 6.3
CCOC(=O)C1=CN(c2ccccc2OC)C=C(C(=O)OCC)C1c1ccccc1 | 6.0
Cc1ccc(NC(=O)C2CCCN(S(=O)(=O)c3c(C)n[nH]c3C)C2)c(C)c1 (stereo unspecified) | -10.1
O=c1oc2cc(S(=O)(=O)N3CCCCC3)ccc2c2ccc(S(=O)(=O)N3CCCCC3)cc12 | 2.7
COc1ccc(S(=O)(=O)N2CCN(C)CC2)cc1C(=O)N1CCCCC1 | 0.3
COc1ccc(-n2nc(C(=O)N(C)c3cccc(C(F)(F)F)c3)c3c4ccccc4n(C)c3c2=O)cc1 | -12.2
N#Cc1c(NC(=O)C2CCCO2)sc2c1CCCCC2 (stereo unspecified) | 0.1
CSCCNc1nncc(-c2ccccc2F)n1 | 8.0
C=CCSc1nc(-c2cccnc2)ccc1C#N | 8.4
CCCOC(=O)c1cccc(NC(=O)CSc2nnc(-c3cc4cccc(OC)c4o3)n2C)c1 | 7.8
Cc1c(C(=O)OCC2CCCCC2)[nH]c2c1C(=O)CC(c1ccccc1Cl)C2 (stereo unspecified) | -6.3
CC(C)(C)c1cccc(C=N[C@H](c2ccccc2)[C@H](N=Cc2cccc(C(C)(C)C)c2O)c2ccccc2)c1O | -2.8
CSc1ncc(C(=O)O)c(N[C@@H](C)c2ccccc2)n1 | 6.3
CCCCNC(=O)c1cccc2c1-c1ccccc1C2 | -10.8
c1cnc(N2CCC(C3CCN(Cc4ccsc4)C3)CC2)nc1 (stereo unspecified) | -0.4
CCn1ncc(C(=O)Nc2ccc(S(=O)(=O)N3CCCC3)cc2)c1C | 2.9
O=C(CSc1nnc2ccc3ccccc3n12)Nc1cccc(C(F)(F)F)c1 | 4.0
CC(C)c1ccc(-c2cc(C(F)(F)F)n3nc(C(=O)N4N=C(c5ccccc5)CC4c4ccc([N+](=O)[O-])cc4)cc3n2)cc1 (stereo unspecified) | -8.4
O=S(=O)(NC1CCCC1)c1ccc(Br)cc1 | 0.8
CNC(=O)C1CCC(Cn2c(=O)c3sccc3n(CC(=O)N3CCCC(C)C3)c2=O)CC1 (stereo unspecified) | -0.5
COc1ccc2oc(=O)c(C(=O)Nc3cccc(C(=O)O)c3)cc2c1 | 21.0
O=C1/C(=C\c2ccc(Br)cc2)S(=O)(=O)c2ccccc21 | 10.1
CC(C)c1ccc(S(=O)(=O)NCc2ccc3c(c2)CCN3C(=O)c2ccccc2)cc1 | 6.1
CC(C)N=C(NC(C)C)c1c(-c2c(C(C)C)cc(C(C)C)cc2C(C)C)cccc1-c1c(C(C)C)cc(C(C)C)cc1C(C)C | -5.6
O=C(OCc1ccc2nonc2c1)c1cc(-c2ccccc2)nc2ccccc12 | -4.7
CCOc1cc(Cl)c2ccccc2n1 | 5.7
CCCCC(=O)Nc1ccc(NCc2cc(Cl)c(OCc3ccccc3)c(OC)c2)cc1 | -2.4
O=C(Nc1ncc([N+](=O)[O-])s1)C1c2ccccc2Oc2ccccc21 | -1.4
CC(CC(C)=Nc1cc(C(C)(C)C)ccc1C(C)(C)C)=Nc1cc(C(C)(C)C)ccc1C(C)(C)C | 3.0

Going on with the list.
Molecule | ROC1-CUL1 inh
CCOC(=O)c1cc2c(=O)n3ccccc3nc2n(Cc2ccco2)c1=NC(=O)c1ccccc1Br | 0.0
O=C(CCCc1ccccc1)NC1CC(=O)N(c2cccc(F)c2)C1 (stereo unspecified) | -6.0
CCCNS(=O)(=O)c1ccc(F)c(C)c1 | -3.9
Cn1c(=O)oc2cc(S(=O)(=O)N3CCCC(C(=O)NCCc4ccccc4)C3)ccc21 (stereo unspecified) | -5.3
CCC(=O)N1CCc2cc(S(=O)(=O)NCCC(=O)Nc3ccc(C)cc3C)ccc21 | 5.2
O=C1C(=Nc2ccccc2)c2ccccc2N1CN1CCc2ccccc2C1 | 1.9
COc1ccc(S(=O)(=O)Nc2cccc(-c3ccc(N4CCC(C)CC4)nn3)c2)c(OC)c1 | -0.1
O=C(CCc1nnc(CCc2ccccc2)o1)N1CCOc2ccccc2C1 | 7.9
CCn1c(=O)n(-c2cccc(Cl)c2)c(=O)c2sc3ccccc3c21 | -6.6
CN(Cc1ccccc1)C1(C(=O)NCc2nccn2C)Cc2ccccc2C1 | 4.7
Cc1ccc(-c2nc(-c3ccc4c(c3)n(C)c(=O)n4C)[nH]c2-c2ccc(C)cc2)cc1 | 2.9
COc1ccc(C2(CNC(=O)C(=O)Nc3ccccc3C)CCCC2)cc1OC | -7.1
CC(C)c1ccc(CN(C(=O)c2ccco2)C2CCS(=O)(=O)C2)cc1 (stereo unspecified) | 5.8
C#CCOc1ccc(C(=O)N2CC(C)OC(C)C2)cc1 (stereo unspecified) | 8.2
CC(=O)Nc1ccc(NC(=O)c2nc(S(=O)(=O)Cc3ccc(F)cc3)ncc2Cl)cc1 | -4.5
C=C(C)COc1ccccc1NC(=O)c1ccccc1 | -5.8
COC(=O)c1ccc(NC(=O)C2CC(=O)N(c3cc(C)ccc3C)C2)cc1 (stereo unspecified) | -3.3
O=C(NCCc1cc(=O)[nH]cn1)c1ncccc1N1CCCCC1 | -5.2
CCc1ccccc1NCc1ccc(OCc2ccc(Cl)cc2)cc1 | -9.9
COc1ccccc1-n1nnnc1SCC(=O)n1c2c(c3ccccc31)CCCC2 | 1.2
CC(C)=NNc1cc(-n2ncc(=O)n(C)c2=O)c(F)cc1Cl | 3.8
COc1c[nH]n(-c2ccccc2)c(=O)c1=S | -4.8
CCOC(=O)c1cnc(SC)nc1SC(=N)N | -4.5
Cc1nnc(SCC2=C(C(=O)O)N3C(=O)C(NC(=O)c4nn(C)cc4Cl)C3SC2)s1 (stereo unspecified) | -8.9
CC12CCC(C(=O)N3CCOCC3)(OC1=O)C2(C)C (stereo unspecified) | -0.1
CC1=NC(=S)NC(c2ccccc2Br)C1C(=O)Nc1ccc(C)cc1 (stereo unspecified) | -3.8
CCOc1ccc(C(=O)O)c(N)c1 | 1.1
COc1cc(CN2CCCC(N3CCOCC3)C2)cc(Cl)c1O (stereo unspecified) | 2.9
CCOc1ccc(-c2cc3c(=O)n(Cc4nc(-c5ccccc5OCC)oc4C)ccn3n2)cc1Cl | -6.0
Cc1ccc(C2=Nc3ccccc3N(CC(=O)Nc3ccccc3F)C(=O)C2)cc1C | 4.4
Cc1ccccc1CSc1nc2c([nH]c3ccccc32)c(=O)n1C | -1.6
COc1cc(Cl)c(C)cc1NC(=O)c1cnn(-c2ccc(C)cc2)c1-n1cccc1 | -1.3
Cc1ccc(NC(=O)Cn2c(=O)n(Cc3ccc4c(c3)OCO4)c(=O)c3ccc(C(=O)NC4CCCCC4)cc32)c(C)c1 | 3.2
CC(C)c1ccc2c(c1)C1Cc3ccccc3C1N2 (stereo unspecified) | 0.3
COc1ccc(Nc2ncc(C(=O)N3CCN(c4cccc(Cl)c4)CC3)c3ccccc23)cc1 | -5.1
COc1cc2ccccc2cc1C(=O)Nc1ccc2oc(-c3ccc(Cl)cc3)nc2c1 | -8.8
